Source: PubChem (National Center for Advancing Translational Sciences (NCATS))
GAA glycogen mod: alters human alpha-glucosidase cleavage of glycogen | P10253 | recombinant GAA, glycogen substrate, Amplex Red glucose oxidase fluorescence | Potency, µM (titrated, usually from 76.4 µM), for inactives: at the top dose activity change, negative = inhibition, actives largely listed as inhibitors | 0.38% of 300,000 active | AID 2100; active = well fitted inhibition curve with a large enough effect;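 also: 0% = full enzyme reaction and -100% = no-enzyme basal signal; the screen sought inhibitors and activators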
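Recombinant human alpha-glucosidase (4 nM final) hydrolysed bovine liver glycogen (30 ug) for 40 min at 37 C in pH 5.0 citrate/phosphate with 0.01% Tween-20. Released glucose detected by glucose oxidase/Amplex Red, Ex 573/Em 610 nm. Compounds up to 77 uM; AC50 from Hill fits.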
An asterisk follows results filed as active; [ ] = remark or other dose. Potency is read from the fitted curve at half-maximal effect.

GAA glycogen mod | compound
-5%[76.3 µM] | Cc1cccc(NC(=O)C(C)SCc2ccccc2)c1 (centres undefined)
-6%[76.3 µM] | COc1ccc(NC(=O)c2ccco2)c2ccccc12
-3% | CC(C)OC(=O)c1cc(Cl)c(=O)n(Cc2ccc(Cl)cc2Cl)c1
0% | COc1cccc(N2CCN(C(=O)c3cc4ccc(OC)cc4[nH]3)CC2)c1
13%[76.3 µM] | COC(=O)c1c(C(=O)OC)c2ccccn2c1C(=O)c1ccccc1
9% | Cc1ccc(S(=O)(=O)N(C)/N=C2/C(=O)N(CC(=O)O)c3ccccc32)cc1
1%[76.3 µM] | O=C(O)CCC(=O)Nc1sc2c(c1C(=O)NCc1ccccc1)CCCC2
-2%[76.3 µM] | COCCN1CCN(C(=O)C2CCC(=O)N(Cc3cccc(C(F)(F)F)c3)C2)CC1 (centres undefined)
-1% | COc1ccc(-n2nc(C(=O)NCC(=O)N3CC(C)CC(C)C3)c3ccccc3c2=O)cc1OC (centres undefined)
-8%[76.3 µM] | Cc1c(F)cccc1NS(=O)(=O)c1ccc2c(c1)n(C)c(=O)c(=O)n2C
3%[76.3 µM] | CCC(CC)c1nnc(NC(=O)CCc2ccccc2)s1
-1%[76.3 µM] | COCc1cc(CNC(=O)C2CCC(=O)N(Cc3ccccc3OC)C2)[nH]n1 (centres undefined)
-4%[76.3 µM] | COc1ccc(/C=N/NC(=O)CNC(=O)c2ccc3c(c2)OCCO3)c(C(=O)O)c1OC
5% | Cc1c(NC(=O)c2cccnc2Cl)c(=O)n(-c2ccccc2)n1C
-10%[76.3 µM] | COc1cccc(-c2nc3ccc(C(=O)NC(C)Cc4cccnc4)cc3o2)c1 (centres undefined)

Sorted by the number under GAA glycogen mod (smallest number first): five from the list above
SMILES,GAA glycogen mod
CC(C)OC(=O)c1cc(Cl)c(=O)n(Cc2ccc(Cl)cc2Cl)c1,-3%
COc1ccc(-n2nc(C(=O)NCC(=O)N3CC(C)CC(C)C3)c3ccccc3c2=O)cc1OC (centres undefined),-1%
COc1cccc(N2CCN(C(=O)c3cc4ccc(OC)cc4[nH]3)CC2)c1,0%
Cc1c(NC(=O)c2cccnc2Cl)c(=O)n(-c2ccccc2)n1C,5%
Cc1ccc(S(=O)(=O)N(C)/N=C2/C(=O)N(CC(=O)O)c3ccccc32)cc1,9%

(list continues)
GAA glycogen mod | compound
-6% | O=C(Nc1ccccc1C(=O)O)c1ccc2c(c1)C(=O)N(c1cccc([N+](=O)[O-])c1)C2=O
0% | O=C(Nc1ccccc1C(=O)O)c1cc(S(=O)(=O)NCc2ccccc2)ccc1Cl
-12%[76.3 µM] | CC1c2cc3c(cc2CCN1CC(=O)Nc1ccccc1)OCCCO3 (centres undefined)
2%[76.3 µM] | O=C(NCCc1ccc(Cl)cc1)C1CCC(=O)N(C2CCCCCC2)C1 (centres undefined)
0% | N#C/C(=C/c1cccc(O)c1)C(=O)NCc1ccc(Cl)cc1
2% | CN1C(=O)/C(=C/c2ccc(OC(=O)c3ccco3)cc2)SC1=S
8% | O=[N+]([O-])c1ccccc1OC/C(=N\O)c1ccccc1
-13%[76.3 µM] | CCOc1ccc(S(=O)(=O)N2CCC(C(=O)NCc3ccccn3)CC2)cc1C
-1%[76.3 µM] | Cn1ncc2c(Nc3cc(Cl)cc(Cl)c3)ncnc21
4%[76.3 µM] | Cc1cc(=O)n2nc(N3CCCC(C(=O)NCc4ccccc4Cl)C3)sc2n1 (centres undefined)
-4%[76.3 µM] | O=C1CCC(C(=O)N2CCC(CCO)CC2)CN1Cc1ccc(Cl)cc1 (centres undefined)
-13%[76.3 µM] | Cc1ccc(Cl)c2sc(NC(=O)C3CC3)nc12
0%[76.3 µM] | O=C(CSc1ncnc2c1nnn2Cc1ccccc1F)NCC1CCCO1 (centres undefined)
-14% | COc1ccc(C(Nc2ccc(S(=O)(=O)N3CCOCC3)cc2)C(=O)NCCC(C)C)cc1OC (centres undefined)
3% | CSc1ccc(CCNC(=O)CN2C(=O)CCSc3ccccc32)cc1

Additional entries.
GAA glycogen mod | compound
-17%[76.3 µM] | CSc1cccc(NC(=S)NC(=O)CCc2ccccc2)c1
-4%[76.3 µM] | COc1ccc(Cn2c(=S)[nH]c3cc(C(=O)N4CCN(c5ccccc5)CC4)ccc3c2=O)cc1
-14%[76.3 µM] | CCc1cccc(NC(=O)Cn2c(=O)c3cccn3c3ccccc32)c1
-4%[76.3 µM] | Cc1ccc(-c2nc(CS(=O)(=O)CC(=O)NCc3ccc4c(c3)OCO4)c(C)o2)cc1
-5%[76.3 µM] | Cc1ccc(F)c(CNC(=O)C2CCC(=O)N(CCN3CCOCC3)C2)c1F (centres undefined)
-19%[76.3 µM] | CCN1CCn2c3c(c4cccc(C)c42)CCCC31 (centres undefined)
-12% | C=CCn1c(Cc2ccccc2)nc2c(cnn2-c2ccccc2)c1=O
-6%[76.3 µM] | COc1ccc(N2CCN(C(=O)c3ccc(N4CCCCS4(=O)=O)cc3)CC2)cc1
-28%[76.3 µM] | Cc1cc2oc(=O)sc2cc1NS(=O)(=O)c1cccc2cccnc12
5%[76.3 µM] | Cc1ccc2c(c1)N(CC(=O)N1CCCC1)C(=O)CO2
-3%[76.3 µM] | COC(=O)c1ccc(NS(=O)(=O)c2cc(-c3cc(C)no3)ccc2OC)cc1
2%[76.3 µM] | COc1ccc(N2CC(C(=O)Nc3ccc(S(=O)(=O)N4CCCCC4)cc3)CC2=O)cc1 (centres undefined)
0%[76.3 µM] | CNC(=O)COc1coc(CN2CCN(c3ccc(F)cc3)CC2)cc1=O
-14%[76.3 µM] | CCOC(=O)N1CCN(C(=O)c2cc(OC)c(OC)c(OC)c2)CC1
14%[76.3 µM] | COc1ccc(CNC(=O)CC23CC4CC(CC(C4)C2)C3)cc1

Next part:
GAA glycogen mod | compound
-7%[76.3 µM] | CCn1ccnc1CN(C)C(=O)c1cc(COc2ccccc2SC)on1
6% | Cc1ccc(S(=O)(=O)N(C)CC(=O)NCCCn2ccnc2)cc1
-7% | CN(CC(=O)NCc1ccco1)S(=O)(=O)c1ccc(F)cc1
0%[76.3 µM] | O=C(C1CCCN1S(=O)(=O)c1cccc2nsnc12)N1CCN(c2ccccc2)CC1 (centres undefined)
6% | Cc1ccc2c(c1)=C(c1sc(N(C)c3ccc(O)cc3)nc1O)C(=O)N=2
-3%[76.3 µM] | O=C(NC12CC3CC(CC(C3)C1)C2)N1CCN(c2ccccc2)CC1
4%[76.3 µM] | COc1ccc(NC(=O)C2=CC(c3ccc(OC)cc3)=NS(=O)(=O)N2C)cc1
5% | OCCN1CCN(c2nnc(-c3ccccc3)c3ccccc23)CC1
-3% | O=c1ccc2c(-c3ccccc3)c3ccc(O)cc3oc-2c1
-11%[76.3 µM] | CC(CCN1CCN(c2ccccc2)CC1)c1ccccc1 (centres undefined)
-4%[76.3 µM] | Cc1ccc(S(=O)(=O)N2CCOC23CCN(C(=O)c2ccccc2Br)CC3)cc1
-3%[76.3 µM] | COC(=O)c1sc(NC(=O)c2c(-c3ccccc3)noc2C)nc1C
6%[76.3 µM] | O=C(Nc1nnc(C2=COCCO2)o1)c1ccc([N+](=O)[O-])s1
-11%[76.3 µM] | CC(Oc1ccc2c3c(c(=O)oc2c1)CCC3)C(=O)NC1CCN(Cc2ccccc2)CC1 (centres undefined)
1%[76.3 µM] | CCc1ccc(C2C(C#N)=C(N)Oc3cc(N)ccc32)cc1 (centres undefined)

Continued:
GAA glycogen mod | compound
-12% | COc1ccc2c(c1)cc(C(=O)N/N=C/c1c(O)c(C(=O)O)cc3ccccc13)n2C
0%[76.3 µM] | CC(OC(=O)c1cc(S(=O)(=O)N2CCOCC2)ccc1F)C(=O)NC1CCCCC1C (centres undefined)
-4%[76.3 µM] | COc1ccc(NC(=O)NC(c2ccccc2)c2ccccc2)c(OC)c1
0%[76.3 µM] | Cc1cc(-c2nnc(SCC(=O)Nc3ccccc3C(F)(F)F)n2N)n[nH]1
-5%[76.3 µM] | COc1ccc(NC(=O)C(CC(=O)O)Cc2ccc(Br)cc2)cc1 (centres undefined)
8%[76.3 µM] | NC(=O)CCC(NS(=O)(=O)c1ccc(Cl)cc1)C(=O)NCC1CCCCC1 (centres undefined)
5% | CCc1ccc(C(C(=O)NCc2ccccc2)N(C(=O)c2csnn2)C2CC2)cc1 (centres undefined)
17%[76.3 µM] | COc1ccc(CN2CCN(C(=O)CC(C)C)CC2)cc1
17% | CCn1c(SCC(=O)N2CCN(C)CC2)nc2c1c(=O)n(C)c(=O)n2C
3%[76.3 µM] | Cc1cc(C)c(OCCNCc2ccccc2)c(C)c1
-4%[76.3 µM] | Cc1ccc(S(=O)(=O)NCc2ccccn2)c(C)c1C
-5% | COc1ccc2c(c1)C(=O)N(c1ccc(C)cc1C)C(=O)C2(C)C
-10% | COCCNc1ccc([N+](=O)[O-])cc1C(=O)NC1CCCc2ccccc21 (centres undefined)
0%[76.3 µM] | COC(=O)c1cccc(COC(=O)c2cc3ccccc3oc2=O)c1
-1%[76.3 µM] | COc1ccc(CCN2CCCC(CN(C)C(=O)c3ccoc3)C2)cc1 (centres undefined)

Filtered by structure: the compounds so far containing a thiophene ring, fused or not.
GAA glycogen mod | compound
1%[76.3 µM] | O=C(O)CCC(=O)Nc1sc2c(c1C(=O)NCc1ccccc1)CCCC2
6%[76.3 µM] | O=C(Nc1nnc(C2=COCCO2)o1)c1ccc([N+](=O)[O-])s1

Next records follow:
GAA glycogen mod | compound
3%[76.3 µM] | Cc1cc(=O)n2nc(N3CCCC(C(=O)NC4CCCCC4C)C3)sc2n1 (centres undefined)
7% | Cc1ccc(OC(=O)c2ccc(Cl)c([N+](=O)[O-])c2)cn1
2% | COc1ccc(N(CC(=O)NCCc2ccccc2)C(=O)CCC(=O)Nc2nccs2)c(OC)c1
3% | CCN(CC(=O)NCc1ccc(Cl)cc1)C(=O)c1cc(OC)cc(OC)c1
-6% | Cc1ccccc1C(=O)Nc1ccc(S(=O)(=O)N2CCOCC2)cc1
-8%[76.3 µM] | COC(=O)c1ccc(C(=O)N(C)C2CCCN(Cc3ccccc3F)C2)nc1 (centres undefined)
23%[76.3 µM] | CN(C)C1=NCCN1CCC1CCCC1
2%[76.3 µM] | CC(CN1CCC(O)CC1)c1ccccc1 (centres undefined)
-11%[76.3 µM] | Cn1c(=O)[nH]c(=O)c2c1nc(SCC(O)CO)n2CCCc1ccccc1 (centres undefined)
3% | CCc1ccc(S(=O)(=O)NC2CCCCNC2=O)cc1 (centres undefined)
1% | CC(=O)c1ccc(-n2c(CCC(=O)O)ccc2-c2ccc(C)cc2)cc1
6%[76.3 µM] | CCOCc1nnc(NC(=O)C2CCN(C(=O)c3ccco3)CC2)s1
-2% | CCCCn1c(=O)[nH]c(=O)c2c1nc(Cn1ncc(Cl)c(Cl)c1=O)n2CCC
-3% | CC1c2[nH]c3ccccc3c2C[C@H]2C(=O)N(CCCN(C)C)CC(=O)N12 (some centres undefined)
-5%[76.3 µM] | CN(Cc1ccccc1)C1CCN(Cc2ccccc2[N+](=O)[O-])CC1

Next compounds:
GAA glycogen mod | compound
-7%[76.3 µM] | O=C(COc1ccc(Br)cc1Cl)NC1CCN(Cc2ccccc2)CC1
0%[76.3 µM] | NC(=O)c1sc2nc(-c3ccccc3)ccc2c1N
-27% | COc1cccc(/C=N/n2c(COc3ccccc3)n[nH]c2=S)c1OC
-10%[76.3 µM] | Cc1ccc(S(=O)(=O)N2CCN(C(=O)c3ccc(N4CCCCC4)c([N+](=O)[O-])c3)CC2)cc1
-11%[76.3 µM] | COc1cc(C(C)=O)ccc1OCC(O)Cn1nc(C)c(C(C)=O)c1C (centres undefined)
3%[76.3 µM] | O=C(NCc1cccc(F)c1)C1CCC(=O)N(CCc2cccc(F)c2)C1 (centres undefined)
-1% | CCOc1ccc(NC(=O)C2CCN(S(=O)(=O)c3cccs3)CC2)cc1
-9%[76.3 µM] | O=C(Nc1ccc(Cl)cc1)c1ccc(CN2CCc3ccccc3C2)cc1
-9%[76.3 µM] | COc1ccc(/C=N\NC(=O)c2ccccc2Cl)cc1COc1c(F)c(F)c(F)c(F)c1F
-5%[76.3 µM] | COC(=O)c1cc(S(=O)(=O)N2CCN(c3ccccc3)CC2)c[nH]1
1% | CCOC(=O)CN1C(=O)C(=O)N(Cc2cccc(C)c2)C1=O
-13%[76.3 µM] | Cc1ccc(-c2nc(C(=O)NCCCN3CCOCC3)cc3c2[nH]c2ccccc23)cc1
2%[76.3 µM] | CCOC(=O)CN1C(=O)S/C(=C/c2ccc(C)o2)C1=O
2% | CNC(=S)N(CCCO)Cc1cc2cc3c(cc2[nH]c1=O)OCO3
-12%[76.3 µM] | Cc1ccc(NC2CCCN(C(=O)c3ccnc(Cl)c3)C2)cc1C (centres undefined)

(next part)
GAA glycogen mod | compound
2% | CCc1ccc(C(=O)Nc2cc(C)on2)o1
4%[76.3 µM] | O=C(Cn1nc(Cl)nc1Cl)c1ccccc1
-7%[76.3 µM] | COCCNc1c2c(nc3ccccc13)CCC2
-20%[76.3 µM] | O=C(NCc1ccccc1)C(=O)c1cn(CC(=O)N2CCOCC2)c2ccccc12
5% | COc1ccc(CNC(=O)CN(C(=O)CCC(=O)Nc2ccccn2)c2cc(C)ccc2C)cc1
0%[76.3 µM] | NC(=O)CC(c1ccccc1)c1ccc2c(c1)OCO2 (centres undefined)
5% | O=C(O)C(Cc1c[nH]c2ccccc12)NS(=O)(=O)c1cccc(Cl)c1Cl (centres undefined)

2 entries picked at random from the list so far, as already listed:
GAA glycogen mod | compound
8%[76.3 µM] | NC(=O)CCC(NS(=O)(=O)c1ccc(Cl)cc1)C(=O)NCC1CCCCC1 (centres undefined)
5%[76.3 µM] | Cc1ccc2c(c1)N(CC(=O)N1CCCC1)C(=O)CO2

Part of the list above, set out differently.
Compound	GAA glycogen mod
CCc1ccc(C(=O)Nc2cc(C)on2)o1	2%
NC(=O)CC(c1ccccc1)c1ccc2c(c1)OCO2 (centres undefined)	0%[76.3 µM]

Some of the compounds tested; the hit share may differ from the screen's.
